High-throughput results deposited in PubChem by National Center for Advancing Translational Sciences (NCATS).
Vif-A3F inh = blocks the Vif interaction with APOBEC3F; HeLa A3F-eYFP + Vif (tagged APOBEC3F with the HIV-1 protein that degrades it), YFP fluorescence increase; Potency, µM (titrated, usually from 46.1 µM), inactives show top-dose activity, negative = active; actives 0.2% (n = 390,000); also: potency is read from the fitted curve at half-maximal effect; % of control where 0% means no effect; nearly all actives have a fitted effect of over 65% in size
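HeLa cells stably expressing Vif plus C-terminally eYFP-tagged A3F were seeded, incubated overnight at 37 deg C, dosed with compound, incubated overnight again at 37 deg C. Yellow fluorescence (Ex 488/Em 500-530) reported blocked Vif-mediated A3F-eYFP degradation.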
Glioma ERSR ind = ER stress response induction in glioma; AID 602332; Potency, µM, for inactives: at the highest dose activation, usual class: activators; U87-MG GRP78 promoter luciferase reporter, 16 h; actives 0.02% (n = 420,000); also: potency is read from the fitted curve at half-maximal effect; series mostly up to about 76 µM; % of control where 0% means no effect; nearly all actives have a fitted effect of over 35% in size
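Stably transfected U87-MG human glioma cells carrying a GRP78-based luminescent sensor were seeded at 1000 cells/well, pin-dosed with compounds and incubated 16 h. Luciferase reagent was then added, and end-point luminescence was read after 10 min at room temperature.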
12-LOX inh = blocks human arachidonate 12S-lipoxygenase | purified 12hLO, xylenol orange hydroperoxide absorbance | Potency, µM (series often up to 108 µM), for inactives: at the top dose activity change, negative = inhibition, most hits filed as inhibitors | actives 1.1% (n = 580,000); also: potency is read from the fitted curve at half-maximal effect; % is scaled to controls: 0 for no effect and ±100 for the full control effect
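Hydroperoxide product was detected by ferrous iron/xylenol orange as the 573 to 405 nm absorbance ratio. Arachidonic acid at 40 uM (final) was turned over for 30 min at room temperature by 150 nM human 12hLO, pH 7.0 Hepes buffer, after 15 min compound preincubation.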
Vif-APOBEC3G blk = blocks the Vif interaction with human APOBEC3G; Q9HC16; HeLa A3G-eYFP + Vif (tagged APOBEC3G with the HIV-1 protein that degrades it), YFP fluorescence, overnight; Potency, µM (doses to about 46.1 µM), inactives show at the top dose activity, negative = active, most hits filed as inhibitors; actives 0.076% (n = 410,000); AID 602310;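 also: potency is read from the fitted curve at half-maximal effect; % is scaled to controls: 0 for no effect and ±100 for the full control effect; nearly all actives have a fitted effect of over 60% in size; hits raise eYFP signal because A3G escapes Vif-driven loss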
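HeLa cells stably expressing Vif and C-terminally eYFP-tagged A3G, seeded overnight at 37 deg C, then exposed to compound by pintool overnight at 37 deg C. Rise in yellow fluorescence (Ex 488/Em 500-530, Acumen) marks blocked Vif-driven A3G degradation.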
D2 agonist = D2 dopamine receptor (human) agonism; P14416; HEK293 T-REx D2 cells, calcium flux agonist mode; activation, % at 2 µM; actives 0.53% (n = 340,000);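 active = activation over 3 SD above normal in the single-dose calcium agonist read, cut at about 30% in these data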; also: 0% is about no effect
Target sequence (P14416 whole entry, looked up): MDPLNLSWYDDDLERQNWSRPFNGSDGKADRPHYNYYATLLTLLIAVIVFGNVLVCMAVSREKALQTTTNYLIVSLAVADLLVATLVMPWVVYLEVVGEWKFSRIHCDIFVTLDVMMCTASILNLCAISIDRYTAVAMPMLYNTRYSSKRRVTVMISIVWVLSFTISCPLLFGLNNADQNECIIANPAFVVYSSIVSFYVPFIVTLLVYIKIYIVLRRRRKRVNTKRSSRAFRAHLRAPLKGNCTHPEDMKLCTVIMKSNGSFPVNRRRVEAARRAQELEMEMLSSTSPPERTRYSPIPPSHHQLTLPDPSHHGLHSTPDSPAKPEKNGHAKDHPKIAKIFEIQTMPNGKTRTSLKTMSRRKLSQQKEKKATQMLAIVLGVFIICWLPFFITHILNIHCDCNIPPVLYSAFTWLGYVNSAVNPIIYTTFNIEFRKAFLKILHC
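In this primary screen, compounds producing a positive calcium signal within 180 s of addition to tetracycline-induced, force-coupled HEK293 Trex D2 cells are flagged; cells are dye-loaded with a no-wash calcium kit beforehand.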
LDHA inh = blocks human lactate dehydrogenase A; P00338; purified LDHA, NADH/diaphorase-resazurin fluorescence; active compounds read low; activity change, % (values are at about 110 or 230 µM); actives 0.15% (n = 480,000); in the data active = activity change below about -30%; inconclusive = mostly about -25% to -30%;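 also: plate controls were DMSO wells for no effect and wells without enzyme for full effect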
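Resorufin fluorescence (ex540/em590), read at 0 and 20 min after diaphorase/resazurin addition, reports the NADH left after a 5 min room-temperature reaction of 2 nM human LDH5 with 0.06 mM NADH and 0.2 mM pyruvate.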
ERG Ets-DNA blk = blocks human ERG Ets domain binding to DNA. P11308. fluorescence polarization, His-ERG Ets domain / labelled DNA. Potency, µM (series often up to 76.9 µM), for the others: at the highest dose FP activity, negative = inhibition, actives largely listed as inhibitors. actives 0.028% (n = 370,000). AID 624246; active = well fitted inhibition curve with a large enough effect in the polarisation, with a control signal flat; inconclusive = small, poorly fitted or top-dose-only effect, or effect the other way, or a change in a side signal; inactive = no such curve, though single readings can be large or run the other way; the % refers to the polarisation;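 also: polarization taken with two DNA probes labelled with fluorescein and Texas red; potency is read from the fitted curve at half-maximal effect; % of control where 0% means no effect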
Target sequence (P11308 whole entry, looked up, the tested form may be a part): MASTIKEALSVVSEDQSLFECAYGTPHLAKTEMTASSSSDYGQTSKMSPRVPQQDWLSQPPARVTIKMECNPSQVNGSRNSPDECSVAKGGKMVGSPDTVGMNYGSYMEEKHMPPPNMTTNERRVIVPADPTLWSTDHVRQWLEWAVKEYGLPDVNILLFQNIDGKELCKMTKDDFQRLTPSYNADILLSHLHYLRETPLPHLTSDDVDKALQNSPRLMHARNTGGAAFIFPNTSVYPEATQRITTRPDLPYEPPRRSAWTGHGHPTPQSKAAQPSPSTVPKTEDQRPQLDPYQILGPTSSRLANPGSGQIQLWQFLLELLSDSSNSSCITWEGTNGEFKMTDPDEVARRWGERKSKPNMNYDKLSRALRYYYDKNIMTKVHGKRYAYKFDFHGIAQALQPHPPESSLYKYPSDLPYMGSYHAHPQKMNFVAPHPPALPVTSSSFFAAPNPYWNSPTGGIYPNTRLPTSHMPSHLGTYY
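His-tagged ERG Ets domain (1 uM in the protein solution; 300mM KCl, 50mM Tris-HCl, 1mM EDTA, 1mM DTT, pH 7.5) received compound, then a probe mix of 5 nM fluorescein-DNA and 100nM Texas-615-DNA. Fluorescence polarization was read for both dyes.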
RGS4 inhibitor = inhibitors of human regulator of G protein signaling 4; AID 504845; Transcreener GDP fluorescence polarization, RGS4-accelerated GTP hydrolysis; actives 0.039% (n = 390,000); P49798; Potency, µM (titrated, usually from 114 µM), for inactives: at the highest dose activity change, negative = inhibition, actives largely listed as inhibitors; also: potency is read from the fitted curve at half-maximal effect; % is scaled to controls: 0 for no effect and ±100 for the full control effect; nearly all actives have a fitted effect of over 75% in size; some results filed as inactive show a strong effect at the top dose
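MLSMR compounds (23 nl, pin-transferred) preincubated 10 min at room temperature with a 500nM (2x) first reagent, then RGS4 at 900nM (2x) plus Transcreener GDP mix added; fluorescence polarization (620/688 nm) read before and after 90 min at 30 °C.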
D2 antagonist = antagonists of human D2 dopamine receptor; HEK293 TREx D2 cells, calcium flux, dopamine EC80; inhibition, % at 10 µM; actives 2% (n = 340,000); AID 485344; in the data active = inhibition above about 30%; also: 0% is about no effect
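Overnight-induced (tetracycline, 30 C) HEK293 T-REx cells carrying force-coupled D2 receive a no-wash calcium dye, then compound, then EC80 dopamine at 180 s; signals are read kinetically throughout.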
* hit, by the source's call; u = inconclusive; x = not tested or not shown; & = joins results of further samples; [ ] = remark or other dose. Unless noted, calls follow the shape of the dose curve; as a rule, active = well fitted curve in the direction sought with a large enough effect; inconclusive = small, poorly fitted or top-dose-only effect, or another doubt; inactive = no such curve, though single readings can be large; an effect the other way counts as inactive or inconclusive.

SMILES | Vif-A3F inh | Glioma ERSR ind | 12-LOX inh | Vif-APOBEC3G blk | D2 agonist | LDHA inh | ERG Ets-DNA blk | RGS4 inhibitor | D2 antagonist
O=C1c2ccc(Br)cc2C(=O)N1c1ccc(Cc2ccncc2)cc1 | 0% | 1% | 44%[activator] | 3% | -0.4 | -8 | 14% | -4% | 15
COc1ccc(C(=O)NC2=NCCS2)cc1S(=O)(=O)N1CCCCC1C (stereo not given) | -12% | 1% | 2% | -2% | 2.2 | -16 | -3% | -5% | 8
COc1ccc(Cl)cc1Nc1ncnc2sc(C)c(S(=O)(=O)N3CCC(C)CC3)c12 | -4% | -4% | 26% | -1% | 1.1 | -3 | -5% | 24% | -13
CCS(=O)(=O)N1CCC(N2CCC(C)CC2)CC1 | 0% | -6% | u | -3% | x | -18 | -4% | -3%[11.4 µM] | x
CCOC(=O)N1CCN(CC(O)COc2ccc3c(c2)CCC3)CC1 (stereo not given) | 15% | -2% | u | -8% | 6.5 | 0 | 4% | 13% | 9
N#CCCn1cc(/C=N/NC(N)=S)c(-c2ccccc2)n1 | 9% | -3% | 25µM* | -9% | 0.7 | -12 | 0% | -35% | 10
CSCCC(C(=O)Nc1c(C)cccc1C)N(Cc1ccccc1)Cc1ccccc1 (stereo not given) | x | -2% | -7% | 1% | x | -2 | x | x | x
CCOc1ccc2[nH]c(=O)c(=O)[nH]c2c1 | -12% | 0% | 0% | -5% | 0.3 | 19 | 1% | 4% | -6
CN1CCN(S(=O)(=O)NC[C@H]2O[C@@H](n3cnc4c(N)ncnc43)[C@H](O)[C@@H]2O)CC1 | 10% | 3% | 13% | 3% | x | 1 | 11% | 12% | x
Cc1ccc2nc(-c3cccnc3)oc2c1 | -5% | 1%&-4% | -4% | 0%&-2% | -0.4 | -6&0 | -7% | 35%[11.4 µM] | 12
Cc1cccc(C)c1-n1nnnc1C(c1cccs1)N1CCN(C/C=C/c2ccccc2)CC1 (stereo not given) | x | -5% | u | 1% | x | -13 | x | x | x
O=C1CS(=O)(=O)C2(C(=O)N(Cc3ccccc3)c3ccccc32)N1c1ccc(F)c(Cl)c1 (stereo not given) | 0% | -5% | -10% | 4% | x | 2 | -1% | -6% | x
CC(C)(C)n1ncc2c(=O)n(Cc3ccccc3Br)cnc21 | 1% | -4% | 5% | 1% | 0.2 | 2 | x | -4% | -3
COc1ccc(CNC(=O)c2cccnc2)cc1 | 0% | 0% | 6% | 5% | 0.2 | -3 | 8% | 2% | 9
Fc1cccc(NC(=S)N2CCn3cccc3C2c2cccnc2)c1 (stereo not given) | 0% | -1% | 2% | -2% | 0.6 | -3 | -5% | -28% | -17
CCc1ccc(NCc2nc(-c3ccccc3)no2)cc1 | 1% | 4% | -18% | 0% | 2.8 | -3 | 11% | -34% | -12
Cc1cc(NC(=O)CSCC(=O)Nc2cc(Cl)ccc2N2CCN(C)CC2)no1 | 6% | -3% | 299%[activator] | 0% | 0.8 | -7 | 4% | 11% | 4
Cc1cc(CNC(=O)C2(C(F)(F)F)C/C(=C\CCO)CCCO2)nn1C (stereo not given) | -6% | -1%&-2% | 1% | -25%&3% | x | -1 | -5% | 4%&7% | x
CCOc1ccccc1NC(=O)Nc1ccsc1C(=O)OC | 1% | 3% | 75%[activator] | 4% | x | 0 | 12% | -12% | x
Cc1occc1-c1nnc(SCC(=O)N2CCCCC2)o1 | 6% | 1% | 12% | -1% | 0.7 | 2 | -6% | -11% | 1
CN1C(=O)c2ccc(NC(=O)c3c(C(=O)O)cccc3[N+](=O)[O-])cc2C1=O | -11% | 0% | 2% | 1% | 0.0 | -3 | -6% | 6% | 34*
COc1ccccc1NC(=O)C(Cc1ccccc1)NS(=O)(=O)c1ccc2c(c1)CCN2C(C)=O (stereo not given) | -7% | -3% | u | 3% | -1.2 | -12 | -7% | -11% | x
O=C(NC(=O)N1CCSCC1)c1c(Cl)cccc1Cl | -3% | 1% | 0% | 1% | -1.0 | -6 | 8% | 7% | -12
CC(C)(Oc1ccc(Cl)cc1)C(=O)NC1=NN(c2ccccc2)C(=O)C1 | -3% | -3% | 50µM* | -6% | -1.2 | -2 | 2% | 3% | -7
CC(=O)NCCNc1nc2cc(-c3ccccc3CO)sc2c(=O)n1C | x | -2% | -23% | -4% | x | -3 | x | x | x
CCOC(=O)CCN(C(=O)Nc1ccccc1)C1CCCCC1 | 5% | -1% | 7% | 3% | x | 0 | 13% | -2% | x
CC1CCCCC12NC(=O)N(CC(=O)NC1CCCc3ccccc31)C2=O (stereo not given) | 1% | -1% | 10% | -7% | 0.5 | -4 | -3% | -7% | 21
Cc1ccc2nc(CCc3nc4ccc(C)cc4o3)oc2c1 | -9% | -5% | 6% | 2% | -0.1 | 2 | 4% | -62%[56.9 µM] | -2
CCC(C)NS(=O)(=O)c1ccc(NS(=O)(=O)c2ccc(F)cc2)cc1 (stereo not given) | 0% | -2% | 1% | -1% | -0.8 | 3 | -11% | 17% | -4
O=S(=O)(NCCNc1ncc(C(F)(F)F)cc1Cl)C(F)(F)F | 2% | 2% | -5% | 0% | 7.7 | 0 | -2% | 1% | 6
Cc1ccc(-c2nnn(CC(=O)N(c3ccc4c(c3)OCCO4)C(C(=O)NCC3CCCO3)c3ccc(F)cc3)n2)o1 (stereo not given) | -2% | -5% | 3% | -8% | -0.6 | -3 | -11% | -13% | 2
Nn1c(SCc2ccccc2F)nnc1-c1ccccn1 | 8% | 0% | 0% | -4% | 0.8 | -9 | -1% | 13% | -6
CCOC(=O)C(NC(C)=O)(OCc1ccccc1)C(F)(F)F (stereo not given) | 8% | -3% | -9% | 0% | 67* | 0 | 8% | 14% | -7
Cc1nn(C2CCS(=O)(=O)C2)c(C)c1CN(C)C(=O)c1ccc(Cl)cc1 (stereo not given) | -6% | -6% | -3% | 2% | 0.4 | -2 | 7% | 40% | 3
O=[N+]([O-])c1nn(-c2ccc3c(c2)OCCO3)n(O)c1=NC1CCCC1 | -3% | -6% | 0% | -9% | 0.9 | -2 | 2% | -25% | -1
COc1ccc(N2CCN(C(=O)C3CCCN(S(=O)(=O)c4ccc5c(c4)CCCN5C(C)=O)C3)CC2)cc1 (stereo not given) | -4% | -5% | -14% | -4% | -0.3 | 13 | -12% | -4% | x
COc1ccc(-c2noc(CN(C(=O)c3cccs3)C(C)C)n2)cc1 | -22% | 3% | -2% | 0% | 0.4 | 2 | 0% | -31% | 2
COc1cccc(-c2c(C(=O)O)cc(O)c3ccc(OC)cc23)c1 | 1% | -1% | u | -11% | x | 27 | 9% | -28% | x
Cc1ccccc1N=C(NOCc1ccc(Cl)cc1Cl)c1nonc1N | -16% | -5% | u | -13% | -0.8 | 7 | -27% | 4% | -27
COc1ccc(N2CCN(C(=O)c3ccc4c(=O)n5c(nc4c3)CCCCC5)CC2)cc1 | -1% | -2% | -10% | -4% | 0.4 | -3 | 3% | -9% | -14
COc1cccc(/C=C/C(=O)OCC(=O)Nc2ccc(Cl)c(S(=O)(=O)N(C)C)c2)c1OC | -21% | -2% | -10% | 4% | 1.9 | -22 | 5% | 13% | 8
CCOC(=O)C(C)CC(C)C(=O)N1CCOCCOCCN(C(=O)C(C)CC(C)C(=O)OCC)CCOCC1 (stereo not given) | -1% | -5% | -12% | 3% | 0.3 | 2 | -3% | 1%[56.9 µM] | 9
Cc1c(NS(=O)(=O)c2cccc([N+](=O)[O-])c2)c(=O)n(-c2ccccc2)n1C | -2% | -3% | -10% | 2% | 0.4 | -10 | -16% | 29% | 4
COc1ccccc1NC(=O)CSc1nnc(C)n1CCc1ccccc1 | -2% | -2% | 0% | 1% | -0.2 | -3 | 5% | 16% | 3

3 compounds from above, arranged by the value under ERG Ets-DNA blk, low to high:
| structure | ERG Ets-DNA blk |
| --- | --- |
| COc1ccc(N2CCN(C(=O)C3CCCN(S(=O)(=O)c4ccc5c(c4)CCCN5C(C)=O)C3)CC2)cc1 (stereo not given) | -12% |
| Cc1ccc(-c2nnn(CC(=O)N(c3ccc4c(c3)OCCO4)C(C(=O)NCC3CCCO3)c3ccc(F)cc3)n2)o1 (stereo not given) | -11% |
| COc1cccc(/C=C/C(=O)OCC(=O)Nc2ccc(Cl)c(S(=O)(=O)N(C)C)c2)c1OC | 5% |

In the list so far, 3 contain two or more sulfur atoms.
SMILES | Vif-A3F inh | Glioma ERSR ind | 12-LOX inh | Vif-APOBEC3G blk | D2 agonist | LDHA inh | ERG Ets-DNA blk | RGS4 inhibitor | D2 antagonist
COc1ccc(C(=O)NC2=NCCS2)cc1S(=O)(=O)N1CCCCC1C (stereo not given) | -12% | 1% | 2% | -2% | 2.2 | -16 | -3% | -5% | 8
COc1ccc(Cl)cc1Nc1ncnc2sc(C)c(S(=O)(=O)N3CCC(C)CC3)c12 | -4% | -4% | 26% | -1% | 1.1 | -3 | -5% | 24% | -13
CCC(C)NS(=O)(=O)c1ccc(NS(=O)(=O)c2ccc(F)cc2)cc1 (stereo not given) | 0% | -2% | 1% | -1% | -0.8 | 3 | -11% | 17% | -4

An excerpt; the hit share may differ from the screen's.
